# aSyn rescue: rescues yeast growth from alpha-synuclein toxicity | Potency, µM (titrated, usually from 46.1 µM), inactives show top-dose growth rescue (activation), most hits filed as activators | Yeast expressing alpha-synuclein, growth rescue, BacTiter-Glo, 24 h | hit rate 0.14% among 370,000; also: potency is read from the fitted curve at half-maximal effect; % of control where 0% means no effect; nearly all actives have a fitted effect of over 65% in size
#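 Galactose-induced alpha-syn yeast (OD600=0.02, raffinose-pregrown) + pinned cpd, 24 hr, 30 deg C; growth by BacTiter-Glo luminescence. Growth restoration scores as activation.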
# TDP43 rescue: rescues yeast growth from TDP-43 toxicity; TDP-43 expressing yeast growth rescue, BacTiter-Glo, 24 h; AID 652104; hit rate 1.8% among 410,000; Potency, µM (top dose mostly 46.1 µM), for the others: top-dose growth rescue (activation), hits mostly activators; also: potency is read from the fitted curve at half-maximal effect; % of control where 0% means no effect; nearly all actives have a fitted effect of over 50% in size
#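 Cell-based yeast growth screen: TDP-43 expression induced in galactose, inoculum OD600=0.02 after raffinose pregrowth to mid-log. Read-out BacTiter-Glo luminescence at 24 hr, 30 deg C; inhibition of toxicity seen as signal increase.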
# GLP1R cytotox: cytotoxicity counter-screen for GLP-1 receptor inverse agonists; HEK293 cAMP-luciferase reporter cells, luminescence, 24 h; Potency, µM (series often up to 38.3 µM), without a hit: top-dose activity change, negative = inhibition, most hits filed as inhibitors; hit rate 0.13% among 410,000; AID 624418;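 also: loss of luciferase light is scored as toxicity; potency is read from the fitted curve at half-maximal effect; % is scaled to controls: 0 for no effect and ±100 for the full control effect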
#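 Quantitative HTS format, 1536 wells, 200 cells/uL seeded. Compounds: 23 nL, 24 h, 37 °C. Detection: luciferase reagent, luminescence at 12 min RT; decreased signal taken as cytotoxic.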
# FUS yeast rescue: suppressors of FUS proteinopathy in yeast; AID 1347120; S. cerevisiae FUS-expressing, growth rescue, OD600, 24 h; Potency, µM (titrated, usually from 76.6 µM), for inactives: at the highest dose growth rescue (activation), actives largely listed as activators; hit rate 0.24% among 390,000;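 also: potency is read from the fitted curve at half-maximal effect; plate controls were DMSO vehicle for no effect and reference control for full effect; nearly all actives have a fitted effect of over 55% in size; some results filed as inactive show a strong effect at the top dose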
#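 Steps: raffinose overnight preculture; dilution to OD 0.005 in 2% galactose minimal medium; compound addition (concentration series); 24hr at 30C, 99% humidity; absorbance read at 600 nm.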
# Mm-Cpn inhibitor: inhibitors of Methanococcus maripaludis chaperonin (MmCpn); Potency, µM (series often up to 76.9 µM), without a hit: top-dose activity, negative = inhibition, hits mostly inhibitors; hit rate 0.031% among 330,000; purified Mm-Cpn ATPase, ADP Transcreener TR-FRET; AID 504842; also: potency is read from the fitted curve at half-maximal effect; % is scaled to controls: 0 for no effect and ±100 for the full control effect; nearly all actives have a fitted effect of over 80% in size
#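 ATPase turnover read by TR-FRET ADP competition (Eu cryptate antibody/ADP-d2, 665/590 nm): 10uM ATP final, 25nM Mm-CPN final, 30 min 37degC after 10-min compound preincubation, pH 7.4 Tris/KCl/MgCl2/DTT buffer.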
# pAkt inh: inhibitors of Akt phosphorylation; Neuro2A IGF-stimulated pAkt S473 HTRF, 20 min; hits give low values; activity change, % for hits at 50 µM; hit rate 0.32% among 360,000; AID 651550; in the data active = activity change below about -80%; inconclusive = mostly about -51% to -80%; also: % is scaled to controls: 0 for no effect and ±100 for the full control effect
#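 Single-point screen (50 µM final compound) in Neuro2A cells stimulated 20 min with 6 nM IGF at 37 deg C. After lysis, Ser473-phosphorylated Akt read by HTRF (ex 330 nm, em 615/665 nm) as the 665/615 ratio.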
# GLP-1R inv ag: acts as inverse agonist at human GLP-1 receptor | AID 624417 | HEK293 GLP-1R CRE-luciferase, luminescence, 24 h; GLP-1R form is constitutively active | Potency, µM (titrated, usually from 38.3 µM), inactives show at the top dose activity change, negative = inhibition, usual class: inhibitors | hit rate 1.6% among 410,000; also: potency is read from the fitted curve at half-maximal effect; % is scaled to controls: 0 for no effect and ±100 for the full control effect; nearly all actives have a fitted effect of over 55% in size
# Target sequence (P43220 whole entry, looked up): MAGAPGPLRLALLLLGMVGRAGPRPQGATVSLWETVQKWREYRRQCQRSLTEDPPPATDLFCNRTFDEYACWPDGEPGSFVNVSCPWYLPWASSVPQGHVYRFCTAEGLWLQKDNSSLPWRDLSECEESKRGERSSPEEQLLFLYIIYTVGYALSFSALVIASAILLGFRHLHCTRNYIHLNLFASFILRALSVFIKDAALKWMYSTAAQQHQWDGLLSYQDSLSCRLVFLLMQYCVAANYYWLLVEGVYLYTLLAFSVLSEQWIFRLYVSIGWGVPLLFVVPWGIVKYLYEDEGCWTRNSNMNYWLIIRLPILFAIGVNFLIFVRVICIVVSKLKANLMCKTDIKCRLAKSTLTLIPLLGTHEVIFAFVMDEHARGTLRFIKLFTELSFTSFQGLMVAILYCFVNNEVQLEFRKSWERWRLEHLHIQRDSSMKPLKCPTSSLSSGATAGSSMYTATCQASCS
#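 Seeding at 200 cells/uL, 12 h culture, 24 hr compound treatment, then luciferase reagent and a luminescence read; cells are HEK293 stably expressing a constitutively active GLP-1R plus cAMP-responsive luciferase.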
# Abeta yeast res: A-beta toxicity reversal in yeast | yeast expressing A-beta42, growth rescue, OD600, 48 h; response scale: 0% DMSO, 100% iron-clioquinol control | Potency, µM (titrated, usually from 46.1 µM), for inactives: at the top dose growth rescue, actives largely listed as activators | hit rate 0.063% among 410,000 | AID 1347071; also: potency is read from the fitted curve at half-maximal effect; nearly all actives have a fitted effect of over 55% in size
#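 Yeast A-beta toxicity model in growth medium with pinned compounds, 48 h at 30 C; growth read as absorbance at 600 nm. Normalized to FeCl3/clioquinol equimolar mix (positive) and DMSO (negative).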
# PTHR1 agonist: agonists of human PTHR1 parathyroid hormone receptor; HEK293 GP2 PTHR1 cells, GloSensor cAMP luminescence, 1 h; Q03431; Potency, µM (doses to about 115 µM), for inactives: top-dose activation, usual class: activators; hit rate 0.075% among 410,000; AID 743266; also: potency is read from the fitted curve at half-maximal effect; nearly all actives have a fitted effect of over 55% in size; some results filed as inactive show a strong effect at the top dose; inactives centre near -15; many of its hits are not listed in these tables
# Target sequence (Q03431 whole entry, looked up): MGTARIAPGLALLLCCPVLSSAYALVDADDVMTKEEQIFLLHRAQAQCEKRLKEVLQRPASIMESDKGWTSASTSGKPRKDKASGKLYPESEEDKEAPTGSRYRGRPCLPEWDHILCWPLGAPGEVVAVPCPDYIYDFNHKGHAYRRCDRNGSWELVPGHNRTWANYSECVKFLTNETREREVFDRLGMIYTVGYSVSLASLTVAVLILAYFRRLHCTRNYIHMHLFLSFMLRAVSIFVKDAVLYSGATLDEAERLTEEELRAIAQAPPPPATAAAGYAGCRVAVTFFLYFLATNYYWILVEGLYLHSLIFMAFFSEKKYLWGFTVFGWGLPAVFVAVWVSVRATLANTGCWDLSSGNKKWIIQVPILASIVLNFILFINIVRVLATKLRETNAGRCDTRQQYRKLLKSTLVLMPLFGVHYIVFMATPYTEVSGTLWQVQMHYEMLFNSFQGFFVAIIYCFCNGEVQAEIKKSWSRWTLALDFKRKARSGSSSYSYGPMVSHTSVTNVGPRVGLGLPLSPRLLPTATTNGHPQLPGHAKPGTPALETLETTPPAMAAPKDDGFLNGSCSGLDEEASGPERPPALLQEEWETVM
#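 HEK-293-derived GP2 cells expressing PTHR1 and a GloSensor cAMP reporter, 3,000/well, plated overnight, given luciferin plus IBMX (each 0.5 mM as added) for 1 h at 37 °C, then compound for 1 h at 37 °C. Luminescence was read after 15 min at room temperature.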
# Active calls of the source: *; i = inactive; ? = inconclusive; . = not tested or not shown; & = joins results of further samples; [ ] = dose if it differs, or a comment. Unless noted, calls follow the shape of the dose curve; as a rule, active = well fitted curve in the direction sought with a large enough effect; inconclusive = small, poorly fitted or top-dose-only effect, or another doubt; inactive = no such curve, though single readings can be large; an effect the other way counts as inactive or inconclusive.
SMILES,aSyn rescue,TDP43 rescue,GLP1R cytotox,FUS yeast rescue,Mm-Cpn inhibitor,pAkt inh,GLP-1R inv ag,Abeta yeast res,PTHR1 agonist
CCOc1ccc(N2CC(NC(=O)c3cccs3)CC2=O)cc1 (stereo not drawn),.,27%,-3%,8%,.,.,5%,9%,-16%
COc1ccc2cc3cc(C(=O)NCc4cccnc4)oc3nc2c1,1%,0%,5%,10%,-2%,i,26%,-9%,-22%
COc1ccc(CNC(=O)CCNC(=O)C2CCN(S(=O)(=O)c3ccc(OC)cc3)CC2)cc1,0%,0%,0%,6%,.,i,1%,-9%,-64%[inhibitor]
CCOc1ccc(-c2cc(C(=O)NCCc3ccc(C)cc3)c3ccccc3n2)cc1,-1%,30%,2%,-3%,.,.,9%,-3%,-14%
Nc1ccc(SC(F)(F)F)cc1C(=O)c1ccccc1,-1%,6%,?,.,1%,i,?,-75%[inhibitor],i
O=C(O)c1ccc(NS(=O)(=O)c2ccc3nnn(O)c3c2)cc1,3%,-5%,26%,22%,-2%,i,14%,8%,-22%[57.5 µM]
Cc1cc(C)c2ccc(Cl)cc2n1,11%,6%,5%,-30%,1%,i,3%,-1%,i
COc1cccc(/C=N/NC(=O)c2cc3c(OC)cccc3[nH]2)c1OC,-3%,24%,-8%,.,0%,i,-25%,-11%,i
Cc1nc2ccc(NC(=S)N3CCOCC3)cc2nc1C,-8%,-16%,30%,0%,1%,i,10%,-45%[inhibitor],i
O=C(Nc1nc(-c2cccs2)c(-c2ccccc2)s1)c1ccco1,-24%,13µM*,17%,10%,-14%,i,?,8%,-35%[inhibitor][57.5 µM]
Cc1ccccc1-n1ncc(C(C)NC(=O)c2ccco2)c1C (stereo not drawn),-1%,-23%[9.22 µM],-3%,18%,-3%,i,16%,3%,-12%
Cc1ccccc1-c1nnc(SCC(=O)N(C)c2ccccc2)o1,.,?,4%,3%,.,.,0%,0%,-26%
CCCNC(=O)Cc1ccsc1,1%,0%,5%,0%,-1%,i,1%,-1%,-12%[57.5 µM]
CC(=O)NC1=NN(C(C)=O)C(c2cccc([N+](=O)[O-])c2)S1 (stereo not drawn),-7%,7%,3%,-32%,0%,i,-10%,-9%,-24%
COc1cc2c(cc1OC)/C(=C/C(=O)c1ccc(OC)c([N+](=O)[O-])c1)NCC2,-14%,-23%,?,?,0%,i,56%[activator],-33%,-8%

# Full records from above. Order of screens: aSyn rescue, TDP43 rescue, GLP1R cytotox, FUS yeast rescue, Mm-Cpn inhibitor, pAkt inh, GLP-1R inv ag, Abeta yeast res, PTHR1 agonist
# CC(=O)NC1=NN(C(C)=O)C(c2cccc([N+](=O)[O-])c2)S1 (stereo not drawn) as listed: -7%, 7%, 3%, -32%, 0%, i, -10%, -9%, -24%
# CCOc1ccc(-c2cc(C(=O)NCCc3ccc(C)cc3)c3ccccc3n2)cc1 as listed: -1%, 30%, 2%, -3%, ., ., 9%, -3%, -14%
# Cc1nc2ccc(NC(=S)N3CCOCC3)cc2nc1C as listed: -8%, -16%, 30%, 0%, 1%, i, 10%, -45%[inhibitor], i
# Nc1ccc(SC(F)(F)F)cc1C(=O)c1ccccc1 as listed: -1%, 6%, ?, ., 1%, i, ?, -75%[inhibitor], i
# Cc1ccccc1-c1nnc(SCC(=O)N(C)c2ccccc2)o1 as listed: ., ?, 4%, 3%, ., ., 0%, 0%, -26%

# Following part:
SMILES,aSyn rescue,TDP43 rescue,GLP1R cytotox,FUS yeast rescue,Mm-Cpn inhibitor,pAkt inh,GLP-1R inv ag,Abeta yeast res,PTHR1 agonist
O=C(OCCOc1ccccc1F)c1cccc(S(=O)(=O)N2CCOCC2)c1,0%,-10%,20%,-27%,1%,i,11%,7%,-24%
O=C(CCN1C(=O)S/C(=C\c2cccs2)C1=O)Nc1nccs1,-2%,5%,3%,19%,1%,i,0%,-10%,?
O=C(O)Cc1c(C(=O)O)[nH]c2ccc(C(=O)O)cc12,5%,-7%,1%,0%,-1%,i,10%,-2%,i
Cc1ccc(C(c2c(C)nn(-c3ccccc3)c2N)c2c(C)nn(-c3ccccc3)c2N)cc1,9%,-5%,0%,.,2%,i,?,25%,-1%
CC(C)c1nnc(NC(=O)CCC(=O)NC2CCCCC2)s1,9%,-23%,0%,14%,2%,i,26%,-7%,29%
O=C(Nc1ccc(Br)c(Cl)c1)c1ccco1,-18%,?,-11%,16%,0%,i,?,-41%[inhibitor],-24%
CSc1ccc(CNc2ccc(C)c(C)c2)cc1,-16%,-17%,76%[activator],0%,-1%,i,-16%,6%,-11%
CCN1CCCC1CNC(=O)c1ccc2c(c1)N(Cc1cccc(Cl)c1)C(=O)c1ccccc1S2(=O)=O (stereo not drawn),2%,2%,-15%,34%,-1%,i,?,17%,i
O=C(Nc1ccccc1N1CCOCC1)C1Cc2ccccc2CN1C(=O)c1ccco1 (stereo not drawn),0%,-11%,0%,38%,-1%,i,4%,16%,i
Cc1cccc(-c2nc(CN3CCCC(C(=O)NCc4ccc(Cl)cc4)C3)c(C)o2)c1 (stereo not drawn),.,-6%,1%,3%,.,.,-16%,-8%,-16%
COc1ccccc1-n1nc(C(=O)O)c2ccccc2c1=O,0%,-5%,-15%,-7%,0%,i,7%,1%,i
O=C1OC(CCl)CN1Cc1c(Cl)cccc1Cl (stereo not drawn),-8%,22%,5%,-7%,.,i,3%,-7%,-3%
O=C(COC(=O)/C=C/c1ccco1)Nc1ncc(C(F)(F)F)cc1Cl,-3%,-24%,-4%,20%,-2%,i,12%,-11%,-15%
Cc1cccc(-n2nnnc2S(C)(=O)=O)c1,.,18µM*,?,-7%,.,.,?,-58%[inhibitor],-95%[inhibitor]
CCOc1ccc(NS(=O)(=O)c2cc(NC(=O)c3ccc(C)cc3)ccc2Cl)cc1,8%,23%,?,7%,-2%,i,?,10%,-2%
CC(C(=O)N1CCOCC1)N1C(=O)C2C3C=CC(C4CC34)C2C1=O (stereo not drawn),0%,-1%,18%,20%,-1%,i,12%,-19%,i
Cc1cc(C)cc(NC(=O)C2CCN(S(=O)(=O)c3cccc(-c4noc(C)n4)c3)CC2)c1,.,-1%,-3%,?,.,.,?,0%,-7%
CCc1cc(=O)[nH]c(SCC(=O)NCC2CCCO2)n1 (stereo not drawn),-5%,-5%,-7%,3%,-2%,i,11%,-6%,i
CC1(C)CC(=O)C(C(N)=NC(=O)c2ccccc2)=C(O)C1,-6%,-3%,11%,-6%,-1%,i,-9%,-24%,-20%
Cn1c(N)c(C(=O)COC(=O)[C@@H]2CCCN2S(=O)(=O)c2ccc(Cl)cc2)c(=O)n(C)c1=O,-2%,-13%,2%,4%,-4%,i,6%,11%,i
CC(=O)N(c1ccccc1)c1ccccc1[N+](=O)[O-],-8%,25%,-7%,-12%,.,i,-9%,9%,-28%
Cc1cn2c(=O)cc(COc3ccc(NC(=O)c4cccc(F)c4)cc3)nc2s1,.,-17%,-1%,-8%,.,.,3%,-11%,-8%
COc1ccccc1CNC(=O)CN1C(=O)COc2ccc(S(=O)(=O)NC3CCCC3)cc21,-2%,10%&7%,?,18%&-1%,-4%,i,?,16%&-16%,-30%[inhibitor]
Cc1nn2c(C)c(C(=O)NC(C)c3ccccc3)cnc2c1-c1ccc(F)cc1 (stereo not drawn),.,-31%[inhibitor],2%,-10%,.,.,0%,-23%,?
COc1ccc(CCNc2ccc(C(CC(N)=O)NC(=O)c3cc(C)cc(C)c3)cc2[N+](=O)[O-])cc1 (stereo not drawn),-1%,20%,-29%,-8%,-3%,i,18%,6%,-22%
Cc1cc(=O)oc2cc(OCC(=O)NC3CCCCC3)c(Cl)cc12,-1%,-19%,-2%,-17%,-7%,i,8%,-8%,-17%
Nc1ncnc2c1ncn2[C@@H]1O[C@H](C(=O)NCc2ccc(OC(F)(F)F)cc2)[C@@H](O)[C@H]1O,-1%,10%,-15%,3%,.,i,9%,-1%,-17%
O=C(N1CCOCC1)N1CCN(Cc2ccccc2)CC1,-2%,10%,6%,-4%,1%,i,1%,21%,-6%[57.5 µM]

# Reprinted at random: two compounds from above, in no set order.
SMILES,aSyn rescue,TDP43 rescue,GLP1R cytotox,FUS yeast rescue,Mm-Cpn inhibitor,pAkt inh,GLP-1R inv ag,Abeta yeast res,PTHR1 agonist
CC(C(=O)N1CCOCC1)N1C(=O)C2C3C=CC(C4CC34)C2C1=O (stereo not drawn),0%,-1%,18%,20%,-1%,i,12%,-19%,i
Cc1cc(C)cc(NC(=O)C2CCN(S(=O)(=O)c3cccc(-c4noc(C)n4)c3)CC2)c1,.,-1%,-3%,?,.,.,?,0%,-7%

# High-throughput results as filed in PubChem.

# This is a subset; the hit share may differ from the screen's.
